MT1-MMP act inh = MT1-MMP (human) activation inhibition | P50281 | HT1080 RFP-PRO-GFP cells, GFP/RFP ratio fluorescence, overnight; percent of plate control window, DMSO zero | GFP/RFP ratio change, % at 20 µM | 360,000 compounds, 0.061% hits;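 active means GFP/RFP ratio change of at least 30% with cell ATP level not reduced by more than half and red fluorescence within 50% of control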; further: strong numbers were not always called active
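Material: RFP-PRO-GFP reporter HT1080 cells. Dosing: single-point 20 µM compound, 1% DMSO. Controls: DMSO and RFP-L50D-GFP cell wells. Timing: cells overnight before dosing, compound overnight, 37 °C, 5% CO2. Measure: GFP/RFP fluorescence ratio.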
CendR NRP1 mod = modulators of CendR peptide binding to human neuropilin-1 | 360,000 compounds, 0.85% hits | O14786 | FAM-RPARPAR peptide binding to NRP-1, fluorescence polarization | inhibition, % at 25 µM | AID 602438;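 active means inhibition or corrected inhibition above about 18%, plus a signal ratio from 0.5 to 1.5, limit read from the data, passing the limit was not always enough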; further: strong numbers were not always called active
Target sequence (O14786 whole entry, looked up): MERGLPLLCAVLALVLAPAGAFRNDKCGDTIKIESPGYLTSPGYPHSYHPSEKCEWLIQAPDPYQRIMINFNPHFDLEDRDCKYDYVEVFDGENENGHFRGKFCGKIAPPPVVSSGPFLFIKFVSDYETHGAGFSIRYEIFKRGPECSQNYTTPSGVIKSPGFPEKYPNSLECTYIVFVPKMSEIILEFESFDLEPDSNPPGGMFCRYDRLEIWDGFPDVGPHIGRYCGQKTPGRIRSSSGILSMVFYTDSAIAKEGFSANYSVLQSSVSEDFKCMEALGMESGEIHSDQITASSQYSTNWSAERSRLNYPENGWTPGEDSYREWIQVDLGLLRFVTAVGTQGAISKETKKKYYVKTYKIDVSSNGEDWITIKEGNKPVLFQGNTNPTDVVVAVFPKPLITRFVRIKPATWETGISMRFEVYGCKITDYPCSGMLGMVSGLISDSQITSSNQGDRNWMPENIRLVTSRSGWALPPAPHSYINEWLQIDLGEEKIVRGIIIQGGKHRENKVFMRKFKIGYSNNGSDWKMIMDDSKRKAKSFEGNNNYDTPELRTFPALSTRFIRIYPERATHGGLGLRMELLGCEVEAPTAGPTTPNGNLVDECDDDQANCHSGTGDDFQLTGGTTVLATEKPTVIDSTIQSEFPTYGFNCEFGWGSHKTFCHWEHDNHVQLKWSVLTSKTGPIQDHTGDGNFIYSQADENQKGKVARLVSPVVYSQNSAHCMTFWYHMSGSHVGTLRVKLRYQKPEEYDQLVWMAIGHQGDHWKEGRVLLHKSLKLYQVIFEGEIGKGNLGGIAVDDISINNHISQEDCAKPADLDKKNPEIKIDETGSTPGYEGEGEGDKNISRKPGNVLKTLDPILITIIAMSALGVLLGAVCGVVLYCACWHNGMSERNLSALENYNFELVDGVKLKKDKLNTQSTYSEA
eLon inh = E. coli protease La inhibition. inhibition, % at 7.94 µM. purified E. coli Lon protease, fluorescence polarization. AID 602123. 360,000 compounds, 0.42% hits; in the data active means inhibition above about 13%, passing the limit was not always enough;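 further: 0% = enzyme with probe and DMSO and 100% = no enzyme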
MsrA inh = bovine MsrA inhibition. AID 651718. 360,000 compounds, 0.75% hits. inhibition, % at 15.5 µM. purified bovine MsrA, absorbance read-out; in the data active means inhibition above about 4.5%;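 further: 0% = vehicle wells with enzyme and 100% = reference inhibitor wells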
PABP1 MLLE inh = inhibitors of microRNA-mediated deadenylation, human PABP1 MLLE binding; P11940; GST-MLLE / FITC-PAM2 fluorescence polarization; inhibition, % at 20 µM; 360,000 compounds, 0.36% hits; AID 588489; in the data active means inhibition above about 35%, passing the limit was not always enough;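 further: plate controls were DMSO wells with GST-MLLE for no effect and wells lacking GST-MLLE protein for full effect; some results filed as inactive read as strong as hits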
FAS TE block = FAS thioesterase (human) inhibition | P49327 | recombinant FAS-TE, OMFH fluorogenic substrate, fluorescence endpoint | inhibition, % at 15 µM | 360,000 compounds, 0.67% hits | AID 602261;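 active means compounds whose normalised, plate-corrected inhibition of enzyme fluorescence in the single-dose primary screen is 50% or more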;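 further: 0% = DMSO with enzyme and 100% = substrate without enzyme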
bovine MsrA act = bovine methionine sulfoxide reductase A activation. purified bovine MsrA, absorbance read-out. activation, % at 10.6 µM. 360,000 compounds, 0.3% hits; in the data active means activation above about 7.5%;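 further: 0% = vehicle and 100% = reference activator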
SKN-1 block = C. elegans SKN-1 inhibition. inhibition, % at 21.8 µM. 360,000 compounds, 0.49% hits. C. elegans VP596 Pgst-4::GFP/RFP ratio, acrylamide-induced, 24 h;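 active means interference check ratio from 0.5 to 1.5 plus GFP to RFP signal ratio inhibition reaching or exceeding a fixed threshold, cut at about 30% in these data, passing the limit was not always enough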; further: some compounds called inactive have numbers as strong as hits
TbMetRS inhib = Trypanosoma brucei MetRS inhibition; purified T. brucei MetRS, ATP depletion, Kinase-Glo luminescence; inhibition, % at 11.9 µM; 360,000 compounds, 0.4% hits;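 active means inhibition above a per-plate cutoff of the control wells' mean inhibition plus 3 SD, cut at about 5.5% in these data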;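 further: 0% = DMSO wells median and 100% = median of wells with control inhibitor compound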
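Test system: purified T. brucei MetRS enzyme. Also added: ATP, methionine and E. coli bulk tRNA substrates. Compound: 11.9 µM single point. Schedule: 15 min enzyme-compound preincubation, 2 h reaction, 10 min detection, 25 °C. Signal: luciferase luminescence of residual ATP, Kinase-Glo. Evaluation: percent inhibition versus plate control medians. Controls: DMSO wells, low control.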
Active calls of the source: *; · = not tested or not shown.

Sequence of screens: MT1-MMP act inh | CendR NRP1 mod | eLon inh | MsrA inh | PABP1 MLLE inh | FAS TE block | bovine MsrA act | SKN-1 block | TbMetRS inhib
- COc1ccc(N2CCCn3c2nc2c3c(=O)n(Cc3ccc(F)cc3)c(=O)n2C)c(OC)c1
 : 4.3 | 11.4 | -4.9 | -0.1 | 7.6 | 0.7 | -1.8 | -0.2 | -0.3
- CCC(Sc1nc(-c2ccccc2)cc(=O)[nH]1)C(=O)O (stereo not given)
 : 3.1 | 2.3 | -1.9 | 2.4 | 5.7 | -5.2 | -3.8 | 0.5 | 0.0
- O=C1CC(c2c(F)cccc2Cl)C2=C(COC2=O)N1 (stereo not given)
 : 3.4 | -5.7 | 7.8 | 0.4 | 6.3 | 1.5 | -6.5 | -7.8 | -0.2
- CCCNS(=O)(=O)c1ccc(OCC(=O)NCCC2=CCCCC2)cc1
 : 3.3 | -11.9 | -4.0 | -0.9 | 15.0 | 0.9 | -2.4 | 3.0 | -0.8
- COc1ccc(NC(=O)C2CCN(S(=O)(=O)c3ccc4c(c3)NC(=O)CO4)CC2)cc1
 : -0.4 | 13.0 | -13.7 | -1.0 | 2.5 | 0.8 | -2.7 | 17.4 | -0.6
- CCOC(=O)C1=C(N)OC2=C(C(=O)CC(C)(C)C2)C1c1ccc(C)s1 (stereo not given)
 : 1.3 | -4.3 | 3.7 | 0.8 | 10.9 | 11.8 | -2.0 | 10.3 | -0.1
- CCCn1c(C)cc(C(=O)COc2ncnc3sccc23)c1C
 : -0.7 | -14.5 | -3.5 | 0.9 | -21.9 | -7.2 | -9.4 | -3.9 | -0.4
- COc1ccccc1CN(C)CC(=O)Nc1ccccc1-c1ccccc1
 : -3.4 | 10.3 | 8.6 | 1.7 | -0.2 | 29.3 | -2.4 | 4.8 | -0.5
- COc1ccc(S(=O)(=O)NCc2nc3nc(C)cc(C)n3n2)cc1OC
 : -0.4 | 16.9 | 3.0 | -0.5 | -5.4 | -1.8 | -2.3 | 15.1 | -0.2
- COc1ccc(NC(=O)CCN2C(=O)C3CC=C(Cl)CC3C2=O)cc1 (stereo not given)
 : 6.9 | -3.9 | 5.1 | 0.6 | 11.8 | -12.4 | -0.2 | -9.8 | -0.2
- Cc1cccc(C)c1NC(=O)C(c1cc2ccccc2o1)N1CCN(C)CC1 (stereo not given)
 : -0.6 | -12.8 | · | 1.0 | · | · | · | 3.9 | -1.2
- C[C@H](CO)N1C[C@H](C)[C@@H](CN(C)S(=O)(=O)c2ccc3c(c2)OCCCO3)OCc2cn(nn2)CCCC1=O
 : 3.9 | -2.5 | -0.7 | 0.6 | 0.0 | -8.9 | -0.7 | 0.6 | -0.1
- Cc1cccc(C)c1NC(=O)CN(C)C(=O)c1ccccc1OCc1ccc(F)cc1
 : -3.1 | 2.3 | 7.8 | 1.8 | 12.1 | -6.1 | -1.5 | -0.9 | -0.4
- CCCCOc1ccccc1NC(=O)CC1SC(=NCC)N(CC)C1=O (stereo not given)
 : 2.2 | 1.4 | -2.7 | -0.4 | -2.6 | 1.8 | 0.7 | 16.5 | 0.1
- OCC[C@H]1C[C@H](O)[C@@H](O)[C@]2(Cc3ccccc3CO2)O1
 : 0.5 | -18.8 | 2.8 | -0.3 | -6.0 | -13.8 | -0.5 | 0.8 | -0.2

Sorted by heavy-atom count (ascending): some entries from above
Sequence of screens: MT1-MMP act inh | CendR NRP1 mod | eLon inh | MsrA inh | PABP1 MLLE inh | FAS TE block | bovine MsrA act | SKN-1 block | TbMetRS inhib
- CCC(Sc1nc(-c2ccccc2)cc(=O)[nH]1)C(=O)O (stereo not given)
 : 3.1 | 2.3 | -1.9 | 2.4 | 5.7 | -5.2 | -3.8 | 0.5 | 0.0
- CCCCOc1ccccc1NC(=O)CC1SC(=NCC)N(CC)C1=O (stereo not given)
 : 2.2 | 1.4 | -2.7 | -0.4 | -2.6 | 1.8 | 0.7 | 16.5 | 0.1
- COc1ccccc1CN(C)CC(=O)Nc1ccccc1-c1ccccc1
 : -3.4 | 10.3 | 8.6 | 1.7 | -0.2 | 29.3 | -2.4 | 4.8 | -0.5

The main list resumes, repeating the four entries before the break.
Sequence of screens: MT1-MMP act inh | CendR NRP1 mod | eLon inh | MsrA inh | PABP1 MLLE inh | FAS TE block | bovine MsrA act | SKN-1 block | TbMetRS inhib
- C[C@H](CO)N1C[C@H](C)[C@@H](CN(C)S(=O)(=O)c2ccc3c(c2)OCCCO3)OCc2cn(nn2)CCCC1=O
 : 3.9 | -2.5 | -0.7 | 0.6 | 0.0 | -8.9 | -0.7 | 0.6 | -0.1
- Cc1cccc(C)c1NC(=O)CN(C)C(=O)c1ccccc1OCc1ccc(F)cc1
 : -3.1 | 2.3 | 7.8 | 1.8 | 12.1 | -6.1 | -1.5 | -0.9 | -0.4
- CCCCOc1ccccc1NC(=O)CC1SC(=NCC)N(CC)C1=O (stereo not given)
 : 2.2 | 1.4 | -2.7 | -0.4 | -2.6 | 1.8 | 0.7 | 16.5 | 0.1
- OCC[C@H]1C[C@H](O)[C@@H](O)[C@]2(Cc3ccccc3CO2)O1
 : 0.5 | -18.8 | 2.8 | -0.3 | -6.0 | -13.8 | -0.5 | 0.8 | -0.2
- CC(C)c1ccc(OCC(=O)NNC(=S)NC(=O)C2CC2)cc1
 : -1.7 | 8.4 | 11.8 | 1.3 | -33.4 | -0.4 | -1.6 | -7.7 | 0.2
- Cc1c(C(=O)Nc2ccccc2)cnn1-c1ccccc1
 : 1.2 | -12.0 | -2.5 | -1.0 | 11.8 | -2.4 | -2.0 | 9.0 | 0.1
- CCOC(=O)CN1C(=O)c2ccccc2Sc2ncccc21
 : 1.5 | 1.9 | -14.2 | 1.2 | 13.2 | -4.2 | -2.2 | 1.8 | -0.4
- Cc1ccc(-n2nc3c(=O)n(CC(=O)NCCc4cccs4)nc(C)c3c2C)cc1
 : 4.5 | 4.4 | 4.8 | -0.1 | 8.9 | -2.9 | -2.2 | 2.0 | -0.3
- Cc1cc(C)nc(NN2C(=O)C=CC2=O)n1
 : -1.3 | 1.7 | -6.1 | · | 10.6 | -4.0 | -2.8 | -13.1 | -0.4
- CC(=O)c1sc(NC(=O)c2c(F)cccc2F)nc1-c1ccccc1
 : 2.6 | 1.0 | 4.0 | 3.2 | 10.6 | -0.8 | -2.6 | 9.1 | -0.1
- Cc1oc(-c2cccc(Cl)c2)nc1CSCC(=O)O
 : -2.3 | 0.4 | -2.3 | -1.3 | -6.0 | -6.1 | 0.3 | -8.3 | 0.1
- CC(=O)c1cccc(NC(=O)CN2CCN(S(=O)(=O)/C=C/c3ccccc3)CC2)c1
 : -4.8 | 11.1 | -4.5 | -0.7 | -4.8 | 2.6 | -1.6 | 1.9 | -0.1
- CCOc1ccc(Oc2ccccc2NC(=O)CN2C(=O)NC3(CCCC3)C2=O)cc1
 : 0.7 | -0.4 | 0.1 | 1.5 | -35.9 | 3.6 | 0.0 | 4.6 | -0.3
- CCOc1ccc(S(=O)(=O)Nc2cccc(C(=O)NCCCn3ccnc3)c2)cc1
 : -3.7 | 8.4 | 0.9 | 0.3 | -3.8 | -5.3 | -1.5 | -4.1 | -0.3
- Nc1ncc(-c2nnnn2-c2ccc(Cl)cc2)c(-c2ccc(Cl)cc2)n1
 : -1.8 | -4.3 | -14.4 | -1.1 | 2.6 | 2.6 | -8.8 | -10.7 | -1.0
- O=C(NC1CCCC1)c1ccc2c(c1)N(Cc1ccc(F)cc1)CCS2
 : -2.8 | 10.3 | -1.2 | -1.0 | 10.7 | 14.6 | -3.3 | 8.4 | -0.1
- CCCCn1c(N)c(N(CC(C)C)C(=O)CCNC(=O)c2ccc(Br)cc2)c(=O)[nH]c1=O
 : -3.6 | -0.3 | -2.6 | -1.9 | -2.1 | 1.3 | -2.4 | 10.4 | -0.1
